From PubChem BioAssay
HCT116 bCat-KO: primary screen for growth suppressors in beta-catenin knockout HCT116 cells (colon tumor, human); HCT116 beta-catenin knockout viability, CellTiter-Glo, 60 h; active compounds read low; viability, % at 10 µM; 140,000 compounds, 1.5% hits; AID 818, 2007;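 active = viability at or under a set limit, the compound median less 4 SD, cut at about 6% in these data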;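 note: 0% = Hyamine 1622 control at 20 µM and 100% = untreated cell control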
PTEN del growth: growth suppression of PTEN-null HCT116, primary screen, cell-based, CellTiter-Glo. AID 827, 2007. viability, % at 10 µM. 140,000 compounds, 1.2% hits. HCT116 PTEN-null viability, 60 h; active compounds read low;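 active = viability at or below a set limit, 4 SD under the median of all tested compounds, cut at about 3.7% in these data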;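 note: PTEN knockout HCT116 line with beta catenin targeted HCT116 as companion control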
GALR2 antag: GALR2 antagonists in receptor-expressing cells, primary screen; antagonist mode; 140,000 compounds, 0.39% hits; inhibition, % at 4 µM; Galanin receptor type 2 (Homo sapiens), O43603; in the data active = inhibition above about 27%;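 note: cells stimulated with galanin 1-16 at roughly its EC80; 0% = agonist challenge control and 100% = basal control without agonist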
Target sequence (O43603 whole entry, looked up): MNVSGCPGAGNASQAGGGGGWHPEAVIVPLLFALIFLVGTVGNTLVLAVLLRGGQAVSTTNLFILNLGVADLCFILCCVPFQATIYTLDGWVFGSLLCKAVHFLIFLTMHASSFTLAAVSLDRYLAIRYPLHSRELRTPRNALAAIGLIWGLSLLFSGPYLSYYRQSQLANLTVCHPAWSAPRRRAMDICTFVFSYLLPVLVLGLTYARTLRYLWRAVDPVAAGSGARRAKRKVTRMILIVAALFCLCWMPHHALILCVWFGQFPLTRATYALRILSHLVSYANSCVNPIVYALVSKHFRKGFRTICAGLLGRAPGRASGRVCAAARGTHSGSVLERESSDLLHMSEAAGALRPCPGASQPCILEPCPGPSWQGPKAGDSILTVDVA
Yeast lifespan up: compounds extending yeast replicative lifespan, primary screen, S. cerevisiae, OD615 | S. cerevisiae growth with nicotinamide; deaD strain in restrictive glucose medium | inhibition of the nicotinamide effect, % at 10 µM | 130,000 compounds, 0.68% hits | AID 775, 2007;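 active = inhibition above a set limit, placed 3 SD over the median of all compounds, cut at about 26% in these data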;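 note: 0% = nicotinamide-treated wells and 100% = cells grown without nicotinamide; some compounds called inactive have numbers as strong as hits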
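Measured by: optical density (absorbance) at 615 nm; System: modified budding yeast, DeaD strain; Medium: restrictive CSMM-D dextrose medium; Timing: 4 h preincubation then 48 h treatment at 30 °C.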
E-sel TNF inh: E-selectin induction blockers in HUVEC – imaging, immunofluorescence, high content, primary screen; HUVEC TNFa-induced E-selectin immunofluorescence; inhibition, % at 2 µM; 120,000 compounds, 0.71% hits;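 active = inhibition above the batch mean plus 3 SD, and confirmed as a hit on visual image review, cut at about 43% in these data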;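 note: 0% = TNF-stimulated DMSO wells and 100% = unstimulated control wells; not every result past the cut was called active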
Phagocytosis inh: inhibitors of macrophage phagocytosis, primary screen, imaging, J774A.1 cells, IgG beads. J774A.1 macrophage IgG-bead phagocytosis. AID 1029, 2008. 110,000 compounds, 0.07% hits. inhibition, % at 5 µM;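 active = inhibition above the mean of the plate negative controls plus 5 SD, cut at about 13% in these data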;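 note: phagocytic index as fraction of beads internalized from green versus red external bead signal; plate controls were DMSO negative control for no effect and cytochalasin-D positive control for full effect; some results beyond the cut were filed as inactive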
BB579 growth dn: growth inhibitors of yeast BB579 in restrictive medium, primary screen, yeast lifespan-shortening project, S. cerevisiae; OD615, 48 h; 140,000 compounds, 0.51% hits; inhibition, % at 10 µM; AID 804, 2007;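 active = inhibition above a set limit, 3 SD over the mean compound inhibition, cut at about 44% in these data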; note: inactives centre near -24
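System: Saccharomyces cerevisiae DeaD strain BB579, replicative lifespan model yeast | Buffer or medium: Restrictive glucose-based CSMM-D medium | Times: 4 h preincubation and 48 h exposure at 30 °C | Detection: OD615 turbidity measurement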
Measles CPE: compounds protecting cells from measles virus cytopathic effect, primary screen, measles RdRp inhibitor project, single point, MLSMR library, absorbance; 140,000 compounds, 1.5% hits; Measles virus-infected cells, CPE protection; protection (pct of control), % at 4 µM; AID 841, 2007; in the data active = protection mostly above about 24%, no sharp cut-off; inactive = mostly below about 26%; note: some compounds called inactive have numbers as strong as hits
MRP1 act: H69AR viability gain despite doxorubicin, primary screen, MRP-1 activator project, H69AR cells, CellTiter-Glo; viability rescue; 140,000 compounds, 0.61% hits; AID 799, 2007; viability increase, % at 10 µM;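 active = viability gain under doxorubicin at or above a set limit, the compound median plus 3 SD, cut at about 4.7% in these data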;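 note: MRP-1 overexpressing cells given doxorubicin 25 µM after compound pretreatment; 18-22 h compound pretreatment then 72 h with doxorubicin before readout; 0% = doxorubicin-only wells and 100% = vehicle-treated cells without doxorubicin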
NPY Y2 blocker: NPY-Y2 receptor antagonists, primary screen, cell-based. Neuropeptide Y receptor type 2 (Homo sapiens), P49146. NPY-Y2 expressing cells, antagonist mode. 140,000 compounds, 0.99% hits. inhibition, % at 2.7 µM; in the data active = inhibition above about 17%;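 note: 0% = vehicle with agonist challenge and 100% = reference antagonist with challenge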
Target sequence (P49146 whole entry, looked up): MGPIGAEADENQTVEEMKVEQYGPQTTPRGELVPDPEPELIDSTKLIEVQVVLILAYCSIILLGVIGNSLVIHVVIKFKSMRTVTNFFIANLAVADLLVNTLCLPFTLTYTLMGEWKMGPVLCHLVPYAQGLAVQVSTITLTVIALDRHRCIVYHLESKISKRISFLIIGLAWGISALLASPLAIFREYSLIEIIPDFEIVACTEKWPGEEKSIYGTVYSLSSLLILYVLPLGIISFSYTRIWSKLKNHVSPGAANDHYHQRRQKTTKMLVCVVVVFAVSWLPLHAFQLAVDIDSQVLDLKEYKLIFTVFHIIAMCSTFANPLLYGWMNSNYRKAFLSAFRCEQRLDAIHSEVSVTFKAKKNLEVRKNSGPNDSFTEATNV
* hit, by the source's call; / = not tested or not shown; & = joins results of further samples.

SMILES	HCT116 bCat-KO	PTEN del growth	GALR2 antag	Yeast lifespan up	E-sel TNF inh	Phagocytosis inh	BB579 growth dn	Measles CPE	MRP1 act	NPY Y2 blocker
CCN(CC)S(=O)(=O)c1ccc(C(=O)NCc2ccc(C)cc2)cc1	71	81	13	-13	-2	3	-15	13	0.5	-1
CSCC[C@H](NC(=O)NCc1cccs1)C(=O)O	99	95	6	-1	17	-1	0	16	-3.5	3
O=C(NCc1ccccc1)c1ccc2nccnc2c1	99	110	-8	-6	-1	-1	-32	1	-1.9	3
COc1cccc(NC(=S)N2CCN(c3ccccn3)CC2)c1	89	99	7	3	/	-1	-10	6	-1.2	-1
Cc1cc(C=O)c(C)n1-c1ccc(Oc2ccc([N+](=O)[O-])cn2)cc1	73	66	2	6	/	0	-2	14	-3.5	5
Cn1cccc1CC(=O)N/N=C/C(Cl)=C/c1ccccc1	76	72	-1	-6	-2	-4	-9	7	-2.1	0
CC1(C)CC(=O)C2=C(C1)OC(N)=C(C#N)C2c1ccc(OC(=O)N2CCOCC2)cc1 (centres undefined)	94	98	3	-7	/	-1	-25	16	-1.6	-1
S=C(NCc1ccccn1)Nc1ccccc1	65	98	16	3	/	-3	-20	2	-0.1	1
COc1cccc([C@@H]2Oc3ccc(Br)cc3C(=O)[C@H]2OC(=O)NC2CCCC2)c1	91	91	17	14	/	/	-51	12	-2.1	-4
Cc1ccc(-c2nc3cc(Cl)ccc3o2)cc1	94	92	-6	-16	15	1	-13	7	-1.5	3
Cc1cc(NC(=O)c2sccc2C)n(-c2cccc(Cl)c2)n1	76	73	-11	1	-12	0	-43	4	-2.0	8
O=C(NCc1ccccn1)/C(=N/O)c1ccccc1	92	94	-2	2	/	-3	-16	7	-1.4	2
c1ccc(-n2nnnc2Oc2ccc(-n3ccnc3)cc2)cc1	91	93	14	-6	1	0	-37	1	-0.4	-2
CCN(CC)CCN1C(=O)C(=O)/C(=C(/O)c2c(C)[nH]c(C(=O)OC)c2C)C1c1ccccc1 (centres undefined)	91	107	-3	-6	26	-3	-30	17	-0.2	4
COc1ccc(CN(C)Cc2nc3scc(-c4ccccc4)c3c(=O)[nH]2)cc1OC	36	39	2	0	/	/	-41	21	-3.5	1
Cc1ccc(-n2ncc3c(=O)n(CC(=O)NC4CCCCC4)cnc32)cc1	83	97	-18	4	-10	-1	-30	17	-3.4	2
CCC1CCCCN1CCNC(=O)CNS(=O)(=O)c1ccc2nc(C)sc2c1 (centres undefined)	81	86	-23	-14	/	-1	0	4	-2.1	1
COc1ccc(C)cc1S(=O)(=O)Nc1cc(Cl)ccc1Cl	95	89	5	/	-19	/	-30	5	-2.1	2
CCCS(=O)(=O)N1CCC(C(=O)NC2CCC(C)CC2)CC1 (centres undefined)	92	87	11	0	/	-1	-21	10	-2.2	0
COc1cc(CNCc2cccs2)ccc1OCc1cccs1	72	76	-6	-6	-1	2	-46	5	-2.6	9
CCCc1cc(-c2nc(-c3ccc(Cl)cc3)cs2)ccn1	79	72	5	-10	-26	4	17	5	3.5	8
Cc1nc2c(ccc3nc(NC(=O)C(c4ccccc4)c4ccccc4)sc32)s1	6	8	12	9	-2	/	-33	12	15*	4
Cc1cc(C(=O)COc2ccc(C#N)cc2)c(C)n1-c1ccc2c(c1)OCO2	62	65	-2	-1	/	-4	-37	11	-1.4	2
CCNC(=O)CN(c1ccc(C)cc1)S(=O)(=O)c1ccc(SC)cc1	96	101	-2	5	/	-1	-51	25	-0.1	1
CCCCSc1nnc(CSc2nc3nc(C)cc(C)n3n2)o1	92	89	20	-13	20	0	0	6	-0.8	0
CCCCCCN1CC(C(=O)OCC)C(=O)C1=O (centres undefined)	89	90	0	50*	3	-3	-4	12	-0.1	3
N#CC1=C(N)C(C#N)(C#N)C(c2cccnc2)C2CN(C(=O)OCc3ccccc3)CC=C12 (centres undefined)	61	69	-7	/	2	/	-13	18	-5.9	2
O=C(O)Cc1c(O)ccc2ccccc12	78	82	-1	-12	0	/	-49	1	-1.5	2
Cc1ccc(CNC(=O)CSc2n[nH]c(N)n2)cc1	93	99	-4	-1	21	/	-36	15	-0.2	5
NC(=O)CN1CCN(c2nc(-c3ccc(F)cc3)cs2)CC1	88	97	-2	-18	8	/	-24	23	-1.1	-2
CCN(CC)C(=O)CNC(=S)N(CCCN1CCOCC1)Cc1cccs1	86	94	-2	-2	/	-7	-10	10	-0.7	0
COc1ccccc1C1C(C#N)=C(N)Oc2cc(C)n(Cc3ccccn3)c(=O)c21 (centres undefined)	96	93	-11	-6	9	0	-1	15	-1.2	5
Cc1oc2ccc(NS(=O)(=O)c3cccc4cccnc34)cc2c1C(=O)OC(C)C	91	73	9	-2	20	0	-27	7	2.0	5
C(=N\n1cnnc1)/c1ccc(OCc2ccccc2)cc1	89	85	6	-11	-1	0	18	3	0.8	1
CCCCCCCCn1c(N2CCN(c3cccc(Cl)c3)CC2)nc2c1c(=O)[nH]c(=O)n2C	69	70	-8	-15	19	0	-59	7	-2.1	3
CN1CCN(C(=S)c2ccc(Cl)cc2)CC1	100	111	-20	-7	3	0	-63	2	1.2	4
CSc1nsc(SC)c1C(=O)N1CCN(S(=O)(=O)c2ccc(C)cc2)C1C(C)C (centres undefined)	66	65	-2	/	-1	/	-2	38	-4.8	16
COc1ccc(/C=C/C(=O)Nc2ccc(OC)nc2)cc1	70	77	8	-8	-7	-2	-48	2	-1.8	4
C/C(=N\NC(=O)c1cccc(S(=O)(=O)Nc2ccccc2Cl)c1)c1ccc(-n2ccnc2)cc1	90	83	1	-8	-21	0	-9	2	-1.7	2
COc1ccc2[nH]c3nc(SCC(=O)NNC(=O)c4ccc(OC)c(OC)c4)nnc3c2c1	71	89	0	2	-13	/	-37	16	-4.8	3
COc1ccc(NC(=O)c2nc3nc(C)cc(C(F)F)n3n2)cc1OC	88	101	7	-10	-13	2	25	6	1.4	0
CCC(C)NCCOCCOc1ccc(F)cc1 (centres undefined)	94	93	0	-4	16	0	9	7	-3.2	1
O=c1c2c(-c3ccco3)csc2nc(SCc2cn3cccnc3n2)n1-c1ccccc1	61	42	-29	-18	/	0	-40	43	-0.7	12
CSCCC(NC(=O)C1CCC(C)CC1)C(=O)OCC(=O)c1ccc(Cl)cc1 (centres undefined)	93	93	3	-1	/	-15	-59	2	-0.3	3
O=C(CSc1nc2ccccc2c(=O)n1Cc1ccc(Cl)cc1)NCc1cccs1	81	81	8	-2	/	-7	-11	21	-1.5	13
O=C(c1noc2c1CCCCC2)N1CCOCC1	89	89	-11	-15	-57	-2	-45	4	-0.8	2
COc1ccc(-c2cn(-c3ccc(OC)cc3)c3[n+]2-c2ccccc2CC3)cc1	13	11	6	9	/	-7	-2	29	-3.1	5
CC(C)OP(=O)(c1ccc(N(C)C)cc1)C(O)c1ccccc1 (centres undefined)	106	96	-9	-9	36	-3	5	6	-1.4	5

Three structures from above, arranged by length of the SMILES, ascending:
SMILES	HCT116 bCat-KO	PTEN del growth	GALR2 antag	Yeast lifespan up	E-sel TNF inh	Phagocytosis inh	BB579 growth dn	Measles CPE	MRP1 act	NPY Y2 blocker
COc1ccc(NC(=O)c2nc3nc(C)cc(C(F)F)n3n2)cc1OC	88	101	7	-10	-13	2	25	6	1.4	0
CSCCC(NC(=O)C1CCC(C)CC1)C(=O)OCC(=O)c1ccc(Cl)cc1 (centres undefined)	93	93	3	-1	/	-15	-59	2	-0.3	3
C/C(=N\NC(=O)c1cccc(S(=O)(=O)Nc2ccccc2Cl)c1)c1ccc(-n2ccnc2)cc1	90	83	1	-8	-21	0	-9	2	-1.7	2

Next section
SMILES	HCT116 bCat-KO	PTEN del growth	GALR2 antag	Yeast lifespan up	E-sel TNF inh	Phagocytosis inh	BB579 growth dn	Measles CPE	MRP1 act	NPY Y2 blocker
O=C(Nc1cccc(-c2nc3ncccc3o2)c1)c1sc2cc(Cl)ccc2c1Cl	97	95	-7	-12	49	-1	-14	6	-1.2	1
COc1ccc(CC2C(=O)OC(C)(C)OC2=O)cc1	104	93	-5	13	/	0	-44	12	0.3	2
CN(C)c1ccc(N/C=C/C(=O)c2ccc(F)cc2)cc1	39	44	11	-23	14	0	-57	4	0.2	-1
CC1(C(=O)NC(=S)N(CCC#N)c2ccccc2)CC1(Cl)Cl (centres undefined)	86	103&109	-4	-12	/	0	-3	8	0.0	-3
Clc1c(-c2ccccc2)nnn1-c1ccccc1	81	80	6	-5	/	-2	-25	24	1.2	0
CN(C)c1cccc(NC(=O)C2(C)CC2(Cl)Cl)c1 (centres undefined)	95	93	3	2	/	-1	13	6	-1.1	0
O=C(/C=N/O)Nc1cccnc1	96	106	-1	-5	-2	/	-10	24	-2.1	3
Cc1c(C#N)c2ncnc(N)c2n1-c1ccccc1	90	96	-5	-9	1	0	-15	9	-0.8	3
CN1C(=O)c2ccccc2OC1(C)Cc1ccccc1 (centres undefined)	88	88	5	-1	/	-5	-25	11	0.5	7
O=C(NN1CCN(Cc2ccccc2Cl)CC1)c1ccc(Cl)cc1	93	89	0	5	/	2	-32	2	-1.6	2
O=C(CCC(=O)c1cccs1)NCc1ccc(F)cc1	103	108	11	-7	-4	-2	-53	2	0.2	2
CC(NC(=O)CN1CCN(Cc2ccc(Cl)cc2)C1=O)c1ccc2c(c1)OCCO2 (centres undefined)	86	93	6	0	-2	/	-29	9	4.3	4
CC(Cc1ccccc1)C(=O)NCc1ccncc1 (centres undefined)	95	99	-1	0	/	/	-23	11	-2.1	-3
O=C(CN1CCOc2ccccc21)NCc1cccs1	91	87	-3	-3	12	-1	-25	15	-4.3	-1
Cn1c(=O)n(C)c2cc([N+](=O)[O-])c(N3CCN(S(=O)(=O)c4ccccc4)CC3)cc21	61	55	4	-4	/	-9	9	28	-0.6	4
Cc1cccc(N=Cc2[nH]c3ccc(Br)c(Cl)c3c2O)c1	79	83	25	2	/	/	-20	9	-1.1	0
Cc1c2cnn(CC(=O)Nc3cccc(C(F)(F)F)c3)c(=O)c2c(C)n1Cc1ccccc1F	78	83	-2	3	/	-6	-12	8	-2.1	3
O=C(CCn1c(=O)oc2ccccc21)NCc1ccc2c(c1)OCO2	97	93	14	3	1	-1	-21	18	-2.7	3
CCN(CC)S(=O)(=O)c1ccc(N2CCOCC2)c(NS(=O)(=O)c2ccc(C)cc2)c1	89	87	-5	1	/	7	-28	17	-1.5	4
COc1cc(C(=O)N[C@H](C(=O)NC2CCCCCC2)C(C)C)cc(OC)c1OC	76	84	6	-22	/	0	-15	12	-3.7	-3
Cc1c(C(=O)N2CCN(Cc3ccccc3)CC2)sc2ncnc(N3CCOCC3)c12	86	82	13	-5	-120	-1	-1	4	-4.1	-1
